Dyrk1A ADPGlo: rat Dyrk1A kinase inhibitors, primary screen, biochemical, single point, plate reader; ADP-Glo luminescence, NFATc1 peptide; inhibition, % at 12.5 µM; 310,000 compounds, 0.43% hits; AID 504441, 2011; in the data active = inhibition above about 50%;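 also: plate controls were vehicle with enzyme for no effect and no enzyme for full effect; many of its hits are not listed in these tables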
Platelet DG rel: inhibitors of platelet dense granule secretion, primary screen, cell-based, MLPCN, human platelets; human platelet-rich plasma, SFLLRN dense granule ATP release, luminescence; inhibition, %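 (compounds screened at 7.5 µM in platelet-rich plasma)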; 300,000 compounds, 0.22% hits; AID 1663, 2009;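 active = mean replicate score, as percent of positive control, at or above 50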
PolyA inhibitor: polyadenylation inhibitors in yeast reporter cells, primary screen, luminescence, S. cerevisiae; S. cerevisiae SKY197-pL101 polyadenylation reporter, beta-gal luminescence; efflux-impaired pdr1/pdr3 knockout yeast; score 100 = 6 SD above DMSO; calls only at 12 µM; 300,000 compounds, 0.02% hits; AID 1875, 2009;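 active = lowest replicate activity score at least 50, where 100 means six control SD above control mean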;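 also: yeast exposed to compound for 9 h at 30 °C; higher score means more reporter readthrough which indicates perturbed polyadenylation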
KCNQ1 act: potentiators or activators of KCNQ1 channel, primary screen, cell-based, thallium flux, high-throughput | Potassium voltage-gated channel subfamily KQT member 1 (Homo sapiens), P51787 | CHO-K1 KCNQ1, thallium flux FluxOR fluorescence; active compounds read high | B-score at 10 µM | 310,000 compounds, 0.35% hits;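 active = fluorescence ratio B-score, a plate-corrected score, at least three library SD, with initial intensity B-score within 5 SD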
Target sequence (P51787 whole entry, looked up): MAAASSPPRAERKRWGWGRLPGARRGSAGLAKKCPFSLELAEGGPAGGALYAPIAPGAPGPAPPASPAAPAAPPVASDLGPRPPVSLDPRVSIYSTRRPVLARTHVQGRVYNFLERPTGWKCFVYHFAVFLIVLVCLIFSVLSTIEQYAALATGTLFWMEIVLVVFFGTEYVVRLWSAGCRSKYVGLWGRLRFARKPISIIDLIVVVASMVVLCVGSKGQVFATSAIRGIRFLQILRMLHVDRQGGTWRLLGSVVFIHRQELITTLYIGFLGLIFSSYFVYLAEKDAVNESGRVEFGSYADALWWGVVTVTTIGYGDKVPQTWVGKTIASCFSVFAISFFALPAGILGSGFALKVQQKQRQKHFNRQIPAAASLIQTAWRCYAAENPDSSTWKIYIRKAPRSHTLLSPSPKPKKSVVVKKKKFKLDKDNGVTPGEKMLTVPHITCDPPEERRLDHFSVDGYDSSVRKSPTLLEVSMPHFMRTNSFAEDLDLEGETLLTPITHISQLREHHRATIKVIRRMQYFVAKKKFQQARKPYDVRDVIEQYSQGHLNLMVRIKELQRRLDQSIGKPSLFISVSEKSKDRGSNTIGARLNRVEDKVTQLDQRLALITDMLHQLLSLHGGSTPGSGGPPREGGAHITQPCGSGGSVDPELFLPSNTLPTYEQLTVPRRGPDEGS
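Material: CHO-K1 cells stably expressing KCNQ1. Medium: assay buffer for compound exposure, DMSO matched across wells. Reagent: K+/Tl+ depolarizing stimulus. Compound dosing: single-concentration screen. Times: 37 °C overnight plating, 90-min dark dye load, 20-min compound pretreatment. Technique: FluxOR Tl+ flux fluorescence.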
TRPC4 agonist: activators of mouse TRPC4 channel, primary screen, Fluo4 calcium, HEK293 TRPC4beta/mu-opioid cells; Fluo4 calcium fluorescence; active compounds read high; B-score at 10 µM; 310,000 compounds, 0.49% hits; AID 2237, 2010;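 active = B-score above 5 SD of library B-scores, and initial fluorescence ratio not above library mean plus 5 SD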;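 also: positive B-score marks a calcium rise read as TRPC4 activation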
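Test system: HEK293 cells stably co-expressing mouse TRPC4beta and mu-opioid receptor | Schedule: Fluo4 dye loading 45 min at room temperature, 110 s recording | Measured by: Kinetic Fluo4 calcium fluorescence, 5 s baseline at 1 Hz | Evaluation: B score of integrated ratio | Controls: Buffer (low) and maximal DAMGO (high)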
KCNK3 inh: human KCNK3 channel inhibitors, primary screen, CHO cells, FluxOR thallium flux, B-score; Potassium channel subfamily K member 3 (Homo sapiens), O14649; FluxOR fluorescence; active compounds read low; B-score at 10 µM; 340,000 compounds, 0.84% hits; AID 602410, 2012;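 active = B-score under library mean minus 4 SD, starting fluorescence ratio at most library mean plus 5 SD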;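 also: more negative B-score means stronger inhibition of thallium flux through KCNK3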
Target sequence (O14649 whole entry, looked up): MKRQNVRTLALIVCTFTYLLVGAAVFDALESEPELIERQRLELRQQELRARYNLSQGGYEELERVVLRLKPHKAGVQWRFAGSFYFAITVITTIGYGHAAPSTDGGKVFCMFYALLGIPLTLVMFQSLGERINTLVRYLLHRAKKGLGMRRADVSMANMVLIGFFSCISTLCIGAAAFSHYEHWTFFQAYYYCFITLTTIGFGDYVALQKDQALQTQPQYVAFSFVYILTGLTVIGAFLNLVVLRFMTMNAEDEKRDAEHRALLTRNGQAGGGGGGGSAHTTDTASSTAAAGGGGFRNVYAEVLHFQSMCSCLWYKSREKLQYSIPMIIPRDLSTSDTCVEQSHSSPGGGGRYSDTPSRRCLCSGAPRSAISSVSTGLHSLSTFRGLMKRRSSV
hERG protect: hERG rescue from dofetilide block, primary screen, cell-based, CHO-hERG, FluxOR thallium flux, dofetilide IC70 | activation (rescue from dofetilide block), less the hit threshold, % at 10 µM | 310,000 compounds, 0.51% hits | dofetilide IC70 present | AID 1511, 2009 | Voltage-gated inwardly rectifying potassium channel KCNH2 (Homo sapiens), Q12809;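 active = activation above the mean of controls blocked by dofetilide plus 5 SD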;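 also: thallium influx through hERG after potassium depolarization seen as dye fluorescence rise; in these data hits start at about 4.7%; inactives centre near -7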
TRPC4 PAM: positive allosteric modulators of TRPC4, primary screen, cell-based, mouse TRPC4beta, HEK293 mu-opioid, Fluo-4 calcium | AID 2227, 2009 | 310,000 compounds, 0.42% hits | DAMGO EC20, Fluo-4 Ca2+ flux; active compounds read high | Short transient receptor potential channel 4 (Mus musculus), Q9QUQ5 | B-score at 10 µM;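 active = B-score of calcium response area above 5 SD of library B-scores, with initial fluorescence ratio within 5 SD of library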;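 also: B-score of integrated fluorescence ratio over time as area under calcium response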
TRPC4 inh: inhibitors of mouse TRPC4 channel, primary screen, Fluo4 calcium, HEK293 TRPC4beta/mu-opioid cells; B-score at 10 µM; DAMGO-evoked Fluo4 calcium flux; active compounds read low; 300,000 compounds, 0.39% hits; Short transient receptor potential channel 4 (Mus musculus), Q9QUQ5; AID 2247, 2010;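 active = B-score over 3 SD under the library average, no early fluorescence shift, positive overall ratio signal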
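Assay system – HEK293 line stably carrying TRPC4beta and mu-opioid receptor · Doses – single dose · Detection – Fluo4 calcium-dye fluorescence, kinetic read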
KCNK9 inh: KCNK9 potassium channel inhibitors, primary screen, HEK293 cells, thallium flux | Potassium channel subfamily K member 9 (Homo sapiens), Q9NPC2 | FluxOR thallium flux fluorescence; active compounds read low | B-score at 10 µM | AID 488922, 2010 | 310,000 compounds, 1.2% hits;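 active = ratio B-score over 3 SD below the library mean, with starting fluorescence within 5 SD of its mean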;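 also: negative B-score means less thallium flux so channel inhibition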
KCNQ1 inh: inhibitors of human KCNQ1 channel, primary screen, cell-based, thallium flux, high-throughput. B-score at 10 µM. CHO-K1 KCNQ1, FluxOR thallium flux fluorescence; active compounds read high. 310,000 compounds, 1.3% hits;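 active = compounds whose thallium flux B-score, printed positive for inhibition, exceeds three library SD while starting fluorescence stays within three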;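 also: channel opened by potassium depolarization with thallium stimulus after 20 min compound exposure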
Active calls of the source: *; i = inactive; · = no result given. The list is partial, so the mix of outcomes need not match the whole.

SMILES	Dyrk1A ADPGlo	Platelet DG rel	PolyA inhibitor	KCNQ1 act	TRPC4 agonist	KCNK3 inh	hERG protect	TRPC4 PAM	TRPC4 inh	KCNK9 inh	KCNQ1 inh
C=CCn1cnc2scc(-c3ccc(C)cc3)c2c1=O	-15.4	-5.8	i	i	i	i	-11.8	i	i	i	i
COc1ccc(CC(=O)NCc2ccco2)cc1OC	-3.6	6.4	i	i	i	i	0.5	i	i	i	i
O=C(CN1CCCCC1)Nc1cc(Cl)ccc1Cl	-5.3	4.1	i	i	i	i	2.4	i	i	i	i
CC1C/C(=N/Nc2ccc([N+](=O)[O-])cc2[N+](=O)[O-])CC(C)(C)C1 (stereo not given)	-1.8	-2.2	i	i	i	i	-8.1	i	i	i	7*
COCCNC(=O)c1c[nH]c2ccc(S(=O)(=O)N3CCOCC3)cc2c1=O	1.1	-5.6	i	i	i	i	-8.5	i	i	i	i
C[N+](C)(C)CC(=O)N1CCN(c2ccc3ccccc3n2)CC1	0.6	-3.7	i	i	i	i	-10.0	i	i	i	i
COc1ccc(NCC(O)COc2ccc(C(C)(C)C)cc2)cc1 (stereo not given)	·	2.2	i	i	i	i	1.0	i	i	i	i
COc1ccc(CN2[C@@H](CC(=O)O)c3cc(F)ccc3S2(=O)=O)cc1	8.7	-3.7	i	i	i	i	4.6	i	·	i	i
COC(=O)[C@H](Cc1c[nH]c2ccccc12)NC(=O)Cc1c[nH]c2ccccc12	-1.2	4.9	i	i	i	i	-3.3	i	i	i	i
O=C(Cc1c(F)cccc1Cl)NCCCn1ccnc1	-1.6	3.6	i	i	i	i	-7.7	i	i	i	i
O=C(NCCCN1CCOCC1)C(=O)NCc1ccco1	-6.8	1.5	i	i	i	i	-1.8	i	i	i	i
Cc1cc([N+](=O)[O-])nn1CC(=O)NCc1nc2ccccc2[nH]1	·	-1.7	i	i	i	i	-7.0	i	i	i	i
Cc1cccc(-c2cnn(-c3ccccc3)c2N)c1	-2.1	5.8	i	i	i	i	-5.2	i	i	i	i
CC1Cc2ccccc2N1C(=O)CCNS(=O)(=O)c1cccc2nsnc12 (stereo not given)	-2.2	·	·	i	i	i	-4.0	i	i	i	i
Cc1ccc(NC(=O)c2sc(=S)n(-c3cc(C)ccc3F)c2N)cc1	·	5.5	i	i	i	i	-13.8	i	i	i	i
O=C(Cn1nc(-c2nn(CC(=O)c3ccccc3)c3[n+]2CCCCC3)[n+]2c1CCCCC2)c1ccccc1	·	-18.8	i	i	i	i	-6.7	i	i	i	i
COc1ccccc1NC(=O)CN1C(=O)C2(OCCCO2)c2ccccc21	-3.2	11.7	i	i	i	i	-2.8	i	i	i	i
CSc1nn2cc(CCN3CCOCC3)c(-c3ccc(F)cc3)nc2c1C#N	-1.7	1.0	i	i	i	i	-4.8	i	i	i	i
Cc1cccc(NC(=O)C(CC(C)C)NC(=O)C2CCC(C)CC2)n1 (stereo not given)	0.8	12.8	i	i	i	i	-10.0	i	i	i	i
CC(C)C[C@H](NC(=O)N1c2ccccc2NC(=O)[C@@H]1C(C)C)C(=O)N1CCC[C@@H]1C(=O)O	-3.9	0.2	i	i	i	i	-3.3	i	i	i	i
CN(C)CCn1cnc2c1c(=O)[nH]c(=O)n2Cc1ccccc1	-1.7	5.3	·	i	i	i	-1.4	i	i	i	i
COC(=O)c1cc(NC(=O)c2ccccc2)c(=O)oc1C/C=N\OCc1ccc(Cl)cc1Cl	·	-0.2	i	i	i	-10.5*	-12.6	i	i	i	13*
O=C(CCl)N(CCCNC(=O)C(F)(F)F)c1ccc([N+](=O)[O-])cc1	-5.5	11.5	i	i	i	i	-7.0	i	i	i	i
C/C(=N/NS(=O)(=O)c1ccc(Cl)cc1)c1cccc(NC(=O)c2ccc(Cl)cc2Cl)c1	-3.7	-16.0	i	i	i	i	-12.2	i	i	i	i
COc1cc(NC(=O)CSc2nc(C)c(C)c(C)n2)c(C)cc1[N+](=O)[O-]	4.1	3.4	i	i	i	i	-2.3	i	i	i	i

The listing continues:
SMILES	Dyrk1A ADPGlo	Platelet DG rel	PolyA inhibitor	KCNQ1 act	TRPC4 agonist	KCNK3 inh	hERG protect	TRPC4 PAM	TRPC4 inh	KCNK9 inh	KCNQ1 inh
O=C(NNC(=S)Nc1cccc(C(F)(F)F)c1)c1ccccc1Cl	29.7	1.1	i	i	i	i	-8.6	i	i	i	i
Cc1nc(NC(=O)C(Cl)Cl)sc1C(=O)N(C)C	0.2	-1.9	i	i	i	i	-10.1	i	i	i	i
Cc1cc2ncn(CS(C)(=O)=O)c2cc1C	-2.8	2.6	i	i	i	i	-14.3	i	i	i	i
COc1ccc(-c2noc(CCC(=O)Nc3cccc(C)c3)n2)cc1	-0.1	2.8	i	i	i	i	-0.3	i	i	i	i
Cc1ccc(CN2CCN(/N=C/c3ccc(C(F)(F)F)cc3)CC2)c(C)c1	-0.5	-32.9	i	i	i	i	-9.1	i	i	i	i
CC1CCCCN1C(=O)CSc1nc2ccccc2n1CC(=O)N1CCc2ccccc21 (stereo not given)	3.4	-2.0	i	i	i	i	-4.3	i	i	i	i
CCOc1cc2[nH]c(=O)n(CCCCC(=O)NCc3ccco3)c(=O)c2cc1OCC	-14.8	-4.3	i	i	i	i	-4.1	i	i	i	i
COc1ccc(C(=O)C2CCCN(C(=O)c3csc(C(C)=O)c3)C2)c(C)c1 (stereo not given)	-1.8	-2.3	i	i	i	i	-5.6	i	i	i	i
O=C(Nc1ccc2ccccc2c1)NC1CCS(=O)(=O)C1 (stereo not given)	12.9	-2.1	i	i	i	i	-3.7	i	i	i	i
COc1ccc(OC)c(C(O)c2nc3ccccc3n2C(C)C)c1 (stereo not given)	-2.3	-1.4	i	i	i	i	-5.9	i	i	i	i
OC(CNCC1CCCO1)Cn1c2ccccc2c2ccccc21 (stereo not given)	0.1	-3.6	i	i	i	i	-10.2	i	i	i	i
CCCn1c(SCc2ccc(Cl)cc2)nc2c1c(=O)[nH]c(=O)n2C	1.0	-10.0	i	i	i	i	-5.8	i	i	i	i
CC(=O)Nc1cccc(Cn2cccn2)c1	·	2.7	i	i	i	·	-5.1	i	i	i	i
CS(=O)(=O)C1=NN2C(=N)/C(=C\c3ccc(OC(=O)c4ccco4)cc3)C(=O)N=C2S1	8.4	10.4	i	i	i	i	-10.4	i	i	i	i
CCOc1ccc(S(=O)(=O)NCC(c2ccc3c(c2)OCO3)N2CCN(C)CC2)cc1 (stereo not given)	1.7	9.1	i	i	i	i	-7.4	i	i	i	i
O=C1CC(N(O)c2ccccc2)C(=O)N1Cc1ccccc1 (stereo not given)	-0.7	0.6	i	i	i	i	-12.4	i	i	i	i
CCOC(=O)CCNC(=O)N1CCCC(CCC(=O)N(C)CCc2ccccn2)C1 (stereo not given)	-1.3	-9.5	i	i	i	i	-2.4	i	i	i	i
COc1ccc(NC(=O)CSc2nncn2N)c(OC)c1	8.7	-0.5	i	i	i	i	4.2	i	i	i	i
COc1cc(C)nc(N(Cc2ccccc2)S(=O)(=O)c2ccccc2)n1	-4.7	-1.7	i	i	i	i	-12.1	i	i	-16.3*	i
Cc1cc(NC(=O)C(C)SCC(=O)OCC(=O)N(Cc2ccccc2)C(C)(C)C)no1 (stereo not given)	-7.2	19.7	i	i	i	i	-12.8	i	i	i	i
O=C(O)CCn1[nH]c(=O)c2ccccc2c1=O	4.0	-0.5	i	i	i	i	-2.3	i	i	i	i
CC1CN(C(=O)/C=C/c2ccc([N+](=O)[O-])s2)CC(C)O1 (stereo not given)	3.2	2.0	i	i	i	i	-0.9	i	i	i	i
Cc1ccc(C(=O)N2CC(=O)NC(=O)C2)cc1	·	0.6	i	i	i	i	5.3*	i	i	i	i
N#CCCN(Cc1cccnc1)C(=S)Nc1ccc(OC(F)F)cc1	-5.8	4.0	i	i	i	i	-6.4	i	i	i	i
O=C(Cn1c(C(F)(F)F)nc2ccccc21)N/N=C/c1ccco1	-3.3	-4.4	i	i	i	i	-3.3	i	i	i	i

Next part; it opens with the 4 that closed the last part.
SMILES	Dyrk1A ADPGlo	Platelet DG rel	PolyA inhibitor	KCNQ1 act	TRPC4 agonist	KCNK3 inh	hERG protect	TRPC4 PAM	TRPC4 inh	KCNK9 inh	KCNQ1 inh
CC1CN(C(=O)/C=C/c2ccc([N+](=O)[O-])s2)CC(C)O1 (stereo not given)	3.2	2.0	i	i	i	i	-0.9	i	i	i	i
Cc1ccc(C(=O)N2CC(=O)NC(=O)C2)cc1	·	0.6	i	i	i	i	5.3*	i	i	i	i
N#CCCN(Cc1cccnc1)C(=S)Nc1ccc(OC(F)F)cc1	-5.8	4.0	i	i	i	i	-6.4	i	i	i	i
O=C(Cn1c(C(F)(F)F)nc2ccccc21)N/N=C/c1ccco1	-3.3	-4.4	i	i	i	i	-3.3	i	i	i	i
O=C1CCCN1c1ccc(S(=O)(=O)NCc2ccco2)cc1	-2.6	-0.2	i	i	i	i	-1.3	i	i	i	i
COc1ccc(NC(=O)CSc2nc3ccccc3nc2N2CCOCC2)c(OC)c1	3.1	1.3	i	i	i	i	-13.2	i	i	i	i
CCC(CC)C(=O)Nc1ccc(Cl)c(Cl)c1	2.1	4.2	i	i	i	i	-9.9	i	i	i	i
CN(C)c1ccc(/C=C/C=N/Nc2nc(N3CCOCC3)nc(N3CCOCC3)n2)cc1	-2.4	8.8	i	i	i	i	-4.3	i	i	i	i
CCOC(=O)C1=C(C)NC(SCC(=O)O)=C(C#N)C1c1ccco1 (stereo not given)	-1.9	3.8	i	i	i	i	-6.8	i	i	i	i
COc1ccccc1NC(=O)COC(=O)c1ccc2c(c1)nc(C)n2-c1ccccc1	0.0	9.5	i	i	i	i	-10.1	i	i	i	i
